Lamin A splicing: qHTS Assay for Modulators of Lamin A Splicing; HeLa LMNA splicing GFP/RFP minigene ratio, 48 h; 200,000 compounds, 0.01% hits; AID 1487, 2009; Potency, µM (doses to about 46.1 µM), without a hit: at the highest dose ratio change, negative = inhibition, hits mostly inhibitors; active = well fitted inhibition curve with a large enough effect in the signal ratio, with a control signal flat, not every such curve was filed as active; inconclusive = small, poorly fitted or top-dose-only effect, or effect the other way, or a change in a side signal; the % refers to the signal ratio; also: potency is read from the fitted curve at half-maximal effect; % is scaled to controls: 0 for no effect and ±100 for the full control effect
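Read-out is the ratio of GFP to DsRed2 object intensity, acquired by 488 nm laser-scanning cytometry on HeLa lamin A-EGFP minigene reporter cells. Compound incubation 48 hrs at 37 °C in Opti-MEM with 2% FBS; DMSO 0.5% final.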
KinaseGlo FLuc: Counterscreen for Luciferase (Kinase-Glo TM) Inhibition; Luciferin 4-monooxygenase (Photuris pensylvanica), Q27757; Kinase-Glo luciferase, ATP luminescence, 8 min; Potency, µM (titrated, usually from 38.3 µM), for the others: at the top dose activity change, negative = inhibition, most hits filed as inhibitors; 200,000 compounds, 0.28% hits; AID 1379, 2008; also: potency is read from the fitted curve at half-maximal effect; % is scaled to controls: 0 for no effect and ±100 for the full control effect; nearly all actives have a fitted effect of over 60% in size
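Substrate mix (final 50 mM imidazole pH 7.2, 50 mM KCl, 7 mM MgCl2, 10 uM ATP, 0.01% Tween 20, 0.05% BSA) plus pin-tool compound, then Kinase-Glo detection mix; 8 min ambient, luminescence read.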
Epigenetic derep: Quantitative High-Throughput Screen for Regulators of Epigenetic Control. murine LDR cells, GFP reporter derepression, 30 h. Potency, µM (titrated, usually from 53.9 µM), without a hit: top-dose GFP activation, most hits filed as activators. 280,000 compounds, 0.2% hits; also: potency is read from the fitted curve at half-maximal effect; % of control where 0% means no effect; nearly all actives have a fitted effect of over 60% in size
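Murine LDR cells carrying a silenced, genomically integrated CMV-driven GFP reporter were exposed to compound for 30 hours at 37 C. After PBS washes, GFP-positive cells (20–120 um objects) were counted by laser-scanning microplate cytometry.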
NPSR antag: qHTS Assay for Antagonists of the Neuropeptide S Receptor: cAMP Signal Transduction. Potency, µM (doses to about 38.3 µM), without a hit: at the highest dose activity change, negative = inhibition, usual class: inhibitors. CHO-NPSR cells, cAMP TR-FRET, antagonist mode. Q6W5P4. 220,000 compounds, 1% hits. AID 1461, 2008; also: potency is read from the fitted curve at half-maximal effect; % is scaled to controls: 0 for no effect and ±100 for the full control effect; nearly all actives have a fitted effect of over 50% in size; many of its hits are not listed in these tables
Target sequence (Q6W5P4 whole entry, looked up): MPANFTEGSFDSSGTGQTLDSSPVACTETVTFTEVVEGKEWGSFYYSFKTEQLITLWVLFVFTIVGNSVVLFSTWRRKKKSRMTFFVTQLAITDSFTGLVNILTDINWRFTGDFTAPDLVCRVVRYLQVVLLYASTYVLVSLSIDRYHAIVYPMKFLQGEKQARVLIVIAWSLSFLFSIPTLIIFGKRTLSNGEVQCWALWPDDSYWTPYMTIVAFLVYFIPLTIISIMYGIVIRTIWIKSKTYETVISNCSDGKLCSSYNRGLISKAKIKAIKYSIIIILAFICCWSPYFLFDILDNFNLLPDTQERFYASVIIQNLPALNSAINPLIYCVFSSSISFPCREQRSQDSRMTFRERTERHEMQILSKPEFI
CBFb-RUNX1 inh: qHTS Assay for Compounds Blocking the Interaction Between CBF-beta and RUNX1 for the Treatment of Acute Myeloid Leukemia | 230,000 tested, under 10 active | Potency, µM (titrated, usually from 59.8 µM), for inactives: at the top dose activity, negative = inhibition, hits mostly inhibitors | Runt-related transcription factor 1 (Homo sapiens) + Core-binding factor subunit beta … | AlphaScreen CBFb-His/RUNX1-biotin binding, biochemical; also: % of control where 0% means no effect
Target sequence (Q01196 whole entry, looked up): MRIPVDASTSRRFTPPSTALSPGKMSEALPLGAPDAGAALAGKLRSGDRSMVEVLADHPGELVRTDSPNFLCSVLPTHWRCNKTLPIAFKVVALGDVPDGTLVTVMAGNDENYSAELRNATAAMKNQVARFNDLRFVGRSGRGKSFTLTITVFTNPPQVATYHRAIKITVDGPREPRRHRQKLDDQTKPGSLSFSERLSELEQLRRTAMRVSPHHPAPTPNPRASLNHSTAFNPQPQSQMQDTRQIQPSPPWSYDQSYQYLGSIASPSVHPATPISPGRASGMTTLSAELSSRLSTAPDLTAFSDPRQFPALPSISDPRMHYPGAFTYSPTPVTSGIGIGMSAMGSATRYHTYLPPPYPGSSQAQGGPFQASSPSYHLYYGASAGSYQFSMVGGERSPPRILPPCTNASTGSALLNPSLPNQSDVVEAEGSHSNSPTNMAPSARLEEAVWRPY
Target sequence (Q13951 whole entry, looked up): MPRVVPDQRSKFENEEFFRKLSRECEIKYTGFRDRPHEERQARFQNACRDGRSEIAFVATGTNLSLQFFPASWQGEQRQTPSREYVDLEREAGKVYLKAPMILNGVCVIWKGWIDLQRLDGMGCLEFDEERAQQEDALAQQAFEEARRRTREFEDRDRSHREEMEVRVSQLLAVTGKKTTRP
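AlphaScreen binding: CBFb-His and RUNX1-biotin (30 nM each) preincubated 20 min, compound added for 15 min, then nickel and streptavidin beads for 90 min, all at room temperature. Disruption of the interaction by any mechanism counts as activity.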
HTT aggregate: qHTS Multiplex Assay to Identify Dual Action Probes in a Cell Model of Huntington: Aggregate Formation (GFP); PC12 HttQ103-GFP aggregates, Acumen cytometry, 40 h; Potency, µM (top dose mostly 46.1 µM), inactives show top-dose activity change, negative = inhibition, actives largely listed as inhibitors; 220,000 compounds, 1.1% hits; also: potency is read from the fitted curve at half-maximal effect; % is scaled to controls: 0 for no effect and ±100 for the full control effect; nearly all actives have a fitted effect of over 60% in size
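Aggregate formation scored by laser-scanning cytometer (488 excitation, 500–530 emission) in lysed PC12 cells expressing Q103-GFP after 100 nM tebufenozide induction; library tested in dose series, with ATPLite reagent added in the multiplex.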
IMPase Li cell: qHTS Assay for Identifying the Cell-Membrane Permeable IMPase Inhibitors: Potentiation with Lithium; CHO-M1 cells, IP1 TR-FRET (IP-One), carbachol + lithium; Potency, µM (top dose mostly 59.4 µM), for the others: at the top dose activity, negative = IMPase inhibition, hits mostly inhibitors; 210,000 compounds, 0.35% hits; AID 1457, 2008;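 also: IP1 builds up when IMPase is blocked and the TR-FRET signal falls; potency is read from the fitted curve at half-maximal effect; plate controls were basal vehicle for no effect and high inhibitor control for full effect; nearly all actives have a fitted effect of over 50% in size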
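CHO cells stably expressing M1 receptor (2000/well, cultured 16–30 h) treated 30 min at 37C with compound plus low lithium. Cytosolic IP1 by TR-FRET (665/620 ratio and 620 channel) after 10 min lysis; AC50 by Hill fit.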
An asterisk follows results filed as active; u = inconclusive; x = not tested or not shown; & = joins results of further samples; [ ] = dose if it differs, or a comment. Unless noted, calls follow the shape of the dose curve; as a rule, active = well fitted curve in the direction sought with a large enough effect; inconclusive = small, poorly fitted or top-dose-only effect, or another doubt; inactive = no such curve, though single readings can be large; an effect the other way counts as inactive or inconclusive. The list is partial; the hit share may differ from the screen's.

SMILES	Lamin A splicing	KinaseGlo FLuc	Epigenetic derep	NPSR antag	CBFb-RUNX1 inh	HTT aggregate	IMPase Li cell
CC(=O)C(Cc1ccc(Cl)nc1)Cc1ccc(Cl)nc1	x	4%	1.5%	-17%	9%	1%	1%
O=C1CC(N2CCC(c3nc4ccccc4[nH]3)CC2)C(=O)N1c1ccccc1F (configuration not stated)	-11%[46 µM]	-1%	1.1%	1%	8%	9%	-9%
COc1ccccc1CNC(=O)COC(=O)[C@H](Cc1c[nH]c2ccccc12)NC(=O)c1cccs1	u	3%	-1.0%	16%	5%	2%	27%
Cc1cc(C(F)F)n2nc(C(=O)Nc3cccnc3Cl)nc2n1	5%	3%	-2.3%	-7%[46.1 µM]	-9%	27%	4%[38.3 µM]
COc1ccc(N=Nc2c(N)n[nH]c2N)cc1	14%[46 µM]	x	1.1%	20%	-5%	9%[9.22 µM]	x
CCS(=O)(=O)N1Cc2ccccc2CC1C(=O)Nc1nc2ccc(C)cc2s1 (configuration not stated)	-9%	0%	-1.3%	-21%	6%	-8%	-3%
O=C(C1c2ccccc2C(=O)N2CCc3ccccc3C12)N1CCN(Cc2ccccc2)CC1 (configuration not stated)	10%	x	1.0%	u	-5%	-2%	x
COc1cccc(OCc2nnc(SC)n2C)c1	22%	-5%	-5.6%	-18%[46.1 µM]	0%	-4%[9.22 µM]	-1%[38.3 µM]
CCCCCC(=O)Nc1ccc(C(=O)N/N=C/c2ccc([N+](=O)[O-])cc2)cc1	1%	1%	0.0%	-30%	11%	-26%	-1%
CC(/C=C/c1ccco1)=N/NC(=O)CNc1ccccc1C	x	-1%	8.0%	-12%	-7%	24%	-2%
COc1ccc(Nc2nnc(SCc3cc(=O)n4ccsc4n3)s2)cc1	5%	-3%	-0.9%	-10%[46.1 µM]	u	0%	-1%[38.3 µM]
O=C(CCSc1ccccc1Cl)Nc1cccc([N+](=O)[O-])c1	u	-2%	2.3%	-10%	-5%	-1%	10%
O=C(Nc1ccccc1)N(CCCN1CCOCC1)Cc1cc2cc3c(cc2[nH]c1=O)OCCO3	-11%	-7%	-1.0%	-2%	-2%	29%	6%
Cc1cccc(C)c1NC(=S)N1CCC(c2ccccc2)C1 (configuration not stated)	21%[46 µM]	-1%	-0.3%	-33%	2%	-4%	0%
CCN(CC)C(=O)c1ccc(COc2ccccc2Cl)cc1	-8%	6%	0.7%	u	6%	7%[9.22 µM]	45%[activator][38.3 µM]
COCCNC(=O)C(C)N(c1ccc(Oc2ccccc2)cc1)S(C)(=O)=O (configuration not stated)	-2%	4%	0.0%	6%[46.1 µM]	7%	0%	-2%[38.3 µM]
CC(C)C[C@H](NC(=O)Nc1ccc(Oc2ccccc2)cc1)C(=O)O	4%	0%	3.9%	-2%	3%	-9%	0%
Cc1ccc(S(=O)(=O)c2c(N)n(CCCN(C)C)c3nc4ccccc4nc23)cc1	x	x	-0.8%	-11%	18%	-25%[9.22 µM]	x
COc1cccc(/C=N/NC(=O)c2cc3cc([N+](=O)[O-])ccc3s2)c1O	u	2%	2.2%	u	x	u	-5%
COc1ccc(CNC(=O)CS(=O)Cc2nc(-c3ccccc3C)oc2C)cc1 (configuration not stated)	0%	-2%	-1.1%	-12%[46.1 µM]	0%	-10%	0%[38.3 µM]
COc1ccc(-n2nnnc2SCC(=O)N2CCOCC2)cc1	-1%	1%	-0.8%	-7%[46.1 µM]	7%	-6%	24%[38.3 µM]
COc1ccc2cnnc(SCC(=O)Nc3ccc(C(=O)O)cc3)c2c1OC	-5%	-2%	0.0%	8%	1%	-2%	-17%
Cc1ccc(N/C=C/C(=O)c2cccs2)cc1C	x	-18%	1.1%	-37%	2%	6%	12%
Cn1c(CCc2nc3ccccc3[nH]2)n[nH]c1=S	x	10%	1.3%	44%	-6%	13%	-1%
CC1CCCC/C1=N/Nc1ccc([N+](=O)[O-])cc1[N+](=O)[O-] (configuration not stated)	21%	6%	-1.5%	-9%[46.1 µM]	-6%	21%[9.22 µM]	7%[38.3 µM]
CCOc1ccc(C2c3c(oc4ccccc4c3=O)C(=O)N2CCCN2CCOCC2)cc1 (configuration not stated)	-7%	3%	0.0%	-3%[46.1 µM]	2%	8%	13%[38.3 µM]
COc1ccc(-c2cc(=O)oc3cc4occ(C)c4cc23)cc1	11%	0%	-1.1%	u	2%	u	13%[38.3 µM]
COC(=O)c1ccc(COC(=O)c2ccc(CO)cc2)o1	-2%	5%	0.0%	16%	-1%	9%	10%
O=C(NC(=O)c1ccccc1)OCCN1C(=O)c2ccccc2C1=O	u	-1%	2.4%	-4%	8%	0%	-6%
CCOC(=O)C1=C(C)N=c2s/c(=C\c3cccn3C)c(=O)n2C1c1cccc(OC)c1OC (configuration not stated)	4%	0%	-0.8%	-24%[46.1 µM]	8%	6%	14%[38.3 µM]
O=C(/C=C/c1ccccc1)NC(=S)NNC(=O)Cc1cccs1	-11%	-1%	1.7%	-14%[46.1 µM]	16%	-18%	-11%
O=C1c2ccccc2C(=O)N1c1ccc(Cl)cc1	4%	-5%	0.0%	-6%[46.1 µM]	6%	1%	23%[38.3 µM]
O=c1c2c3nc4ccccc4nc3n(/N=C/c3ccccn3)c2ncn1-c1ccccc1	x	x	0.5%	25%	5%	-33%[9.22 µM]	x
O=c1oc2c(CN3CCN(CCO)CC3)c(O)ccc2cc1-c1ccccn1	u	x	-2.8%	-11%	-3%	-21%[9.22 µM]	x
C/C(=C/C(=O)Nc1cccc(F)c1)N1CCCC1	-20%[46 µM]	-1%	2.4%	12%	21%	0%	u
COCCN1C(=O)C(=O)/C(=C(/O)c2ccc3c(c2)OCCO3)C1c1ccc(C(=O)OC)cc1 (configuration not stated)	7%	-6%	-1.0%	-3%[46.1 µM]	2%	30%	u

Nine consecutive records out of the list so far, quoted:
SMILES	Lamin A splicing	KinaseGlo FLuc	Epigenetic derep	NPSR antag	CBFb-RUNX1 inh	HTT aggregate	IMPase Li cell
COc1ccc(-c2cc(=O)oc3cc4occ(C)c4cc23)cc1	11%	0%	-1.1%	u	2%	u	13%[38.3 µM]
COC(=O)c1ccc(COC(=O)c2ccc(CO)cc2)o1	-2%	5%	0.0%	16%	-1%	9%	10%
O=C(NC(=O)c1ccccc1)OCCN1C(=O)c2ccccc2C1=O	u	-1%	2.4%	-4%	8%	0%	-6%
CCOC(=O)C1=C(C)N=c2s/c(=C\c3cccn3C)c(=O)n2C1c1cccc(OC)c1OC (configuration not stated)	4%	0%	-0.8%	-24%[46.1 µM]	8%	6%	14%[38.3 µM]
O=C(/C=C/c1ccccc1)NC(=S)NNC(=O)Cc1cccs1	-11%	-1%	1.7%	-14%[46.1 µM]	16%	-18%	-11%
O=C1c2ccccc2C(=O)N1c1ccc(Cl)cc1	4%	-5%	0.0%	-6%[46.1 µM]	6%	1%	23%[38.3 µM]
O=c1c2c3nc4ccccc4nc3n(/N=C/c3ccccn3)c2ncn1-c1ccccc1	x	x	0.5%	25%	5%	-33%[9.22 µM]	x
O=c1oc2c(CN3CCN(CCO)CC3)c(O)ccc2cc1-c1ccccn1	u	x	-2.8%	-11%	-3%	-21%[9.22 µM]	x
C/C(=C/C(=O)Nc1cccc(F)c1)N1CCCC1	-20%[46 µM]	-1%	2.4%	12%	21%	0%	u

Further compounds:
SMILES	Lamin A splicing	KinaseGlo FLuc	Epigenetic derep	NPSR antag	CBFb-RUNX1 inh	HTT aggregate	IMPase Li cell
CSCCC(NC=C1C(=O)OC(C)(C)OC1=O)C(=O)O (configuration not stated)	7%	-4%	5.1%	0%[46.1 µM]	-4%	5%	2%[38.3 µM]
Cc1cc(C(=O)N/N=C2\CCCC(=O)C2)c(C)n1-c1ccccc1	-7%	1%	0.0%	17%	-6%	-7%	8%
O=C(CCCOc1ccc(Cl)cc1Cl)NCC1CCCO1 (configuration not stated)	-10%	-2%	1.2%	-7%[46.1 µM]	10%	-11%	7%
Cc1ccc(-c2nnc(SCC(=O)N/N=C/c3ccccc3C(=O)O)n2-c2ccc(C)cc2)cc1	x	x	0.0%	24%	1%	5%[9.22 µM]	x
CCOC(=O)C(C#N)C(Cc1ccccc1)c1ccco1 (configuration not stated)	5%	-2%	0.9%	-13%[46.1 µM]	8%	-16%	27%[38.3 µM]
COc1ccc(-c2c(C)oc3c(CN4CCOCC4)c(O)ccc3c2=O)cc1	x	x	-1.1%	-6%	5%	0%[9.22 µM]	x
Cc1ccc(O)c(C2=NCCNC(C(F)(F)C(F)F)=C2)c1	8%	-6%	0.8%	-1%[46.1 µM]	-1%	u	14%[38.3 µM]
CCNC(=O)CSc1nc2ccccc2c(=O)n1CCCOC(C)C	u	0%	-0.9%	-3%[46.1 µM]	9%	-10%	-2%[38.3 µM]
COc1ccc(-c2cc(C)nc3nc(N)nn23)cc1	-11%	-5%	-1.0%	-10%[46.1 µM]	6%	u	13%[38.3 µM]
COc1cc(NC(=S)NCc2cccs2)cc(OC)c1	5%	-6%	-1.3%	8%	-3%	3%	0%
COc1ccccc1-n1c(SCC(=O)Nc2ccc(C)cc2)nc(O)cc1=O	17%	3%	-1.3%&5.5%	-11%[46.1 µM]	-3%	25%[9.22 µM]	21%[38.3 µM]
Cc1cccc(C(=O)NC(=S)Nc2ccccc2C(=O)O)c1	x	x	0.5%	10%	5%	-17%	x

Source: PubChem BioAssay (National Center for Advancing Translational Sciences (NCATS))
